# Screening data as filed in PubChem.
# AddAB inh = less growth of phage-infected E. coli with AddAB | E. coli expressing H. pylori AddAB, absorbance growth | AID 435030 | inhibition, % at 11.9 µM | hit rate 0.29% among 330,000; in the data active = inhibition above about 12%;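 also: 0% = vehicle wells of infected cells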
# Ecoli viability = reduces bacterial viability in AddAB counter-screen; E. coli V3065 growth, OD600 absorbance, 18 h; inhibition, % at 11.9 µM; hit rate 0.27% among 330,000; AID 449728;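 active = inhibition above the campaign's mean inhibition across all tested compounds plus 3 SD, cut at about 9.9% in these data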;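 also: uninfected addAB+ strain grown without phage in ampicillin broth; 0% = DMSO wells and 100% = ciprofloxacin 0.95 µg/ml wells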
# Mot1-301 SUMO = SUMOylation pathway inhibition by Mot1-301 growth rescue. S. cerevisiae Mot1-301 growth rescue, ATP luminescence, 38.5C; percent above DMSO median, 100 means doubled. hit rate 1% among 320,000. growth rescue, % at 18.8 µM;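 active = every valid replicate shows activation above 250% relative to neutral control wells; inactive = the rest, any valid replicate at or below 250%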;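 also: OY570 slx delta 5 strain wells were the positive control but not used for scaling; some compounds called inactive have numbers as strong as hits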
# The depositor's hits bear a star. Some of the compounds tested; rates above refer to the full screens.
smiles	AddAB inh	Ecoli viability	Mot1-301 SUMO
Cc1cc(C(=O)CSc2cccc[n+]2[O-])c(C)n1-c1ccc(Br)cc1	2.6	2.5	4
OC(CN1CCNCC1)Cn1ccc2ccccc21 (stereo unspecified)	1.3	-1.3	1
O=C(O)C1CCC(N2C(=O)c3c(Cl)c(Cl)c(Cl)c(Cl)c3C2=O)CC1 (stereo unspecified)	2.8	1.4	17
COC(=O)c1ccc2ccccc2n1	5.0	0.8	196
CCNC(=O)C1CCCN1C(=O)C(CCCN=C(N)N)NC(=O)C(CC(C)C)NC(=O)C(Cc1cn(Cc2ccccc2)cn1)NC(=O)C(Cc1ccc(O)cc1)NC(=O)C(CO)NC(=O)C(Cc1c[nH]c2ccccc12)NC(=O)C(Cc1cnc[nH]1)NC(=O)C1CCC(=O)N1 (stereo unspecified)	-2.3	0.2	14
CCOC(=O)N1CCN(C(=O)c2nn(-c3cc(OC)cc(OC)c3)c(=O)c3ccccc23)CC1	2.7	1.6	-2
C=CCOC(=O)c1[nH]c2c(c1C)C(=O)CC(c1ccco1)C2 (stereo unspecified)	4.1	-1.7	-3
CC1(OC(=O)CCc2ccccc2)C(=O)C=C2C=C(C3CC3)OC=C2C1=O (stereo unspecified)	1.7	-0.5	-16
Cc1cc2cc(CCNC(=O)C3c4ccccc4Oc4ccccc43)c(=O)[nH]c2cc1C	-1.4	2.2	-17
COc1ccc(-n2c(SCC(=O)N3CCOCC3)nnc2C(C)N2CCCCC2)cc1 (stereo unspecified)	2.6	1.6	84
CCC/C=C(\CCC)C(NC(=O)CCc1ccccc1)c1ccc(C(F)(F)F)cc1 (stereo unspecified)	-1.1	-2.4	-6
Cc1ccc2c(c1)C1C=CCC1C(C(=O)O)N2 (stereo unspecified)	3.1	-1.5	-10
Cc1sc2nc(-c3ccncc3)[nH]c(=O)c2c1-c1ccccc1	2.1	1.3	0
COC(=O)/C=C1/S/C(=N/N=C/c2ccc(N(C)C)cc2)NC1=O	0.6	-2.3	5
CCOc1ccccc1NS(=O)(=O)c1cn(C)c(=O)n(C)c1=O	-0.3	-0.7	7
CCOc1ccccc1Nc1nc(-c2sc(NC(=O)c3ccccc3)nc2C)cs1	-1.1	-3.0	-33
CCOC(=O)/C(C(=O)Nc1ccc(Cl)cc1Cl)=C1/NC(C)(C)Cc2ccccc21	1.8	0.3	-20
Cc1nc(N2CCCCC2)sc1C(=O)c1ccc(Cl)c([N+](=O)[O-])c1	-3.0	0.3	-3
O=C(Cn1nc(-c2ccc3c(c2)OCCO3)ccc1=O)Nc1cccc(NC(=O)c2ccccn2)c1	-1.8	-1.0	7
CC1CCCCC1NS(=O)(=O)c1ccc(S(=O)(=O)NCc2ccncc2)cc1 (stereo unspecified)	2.3	2.4	4

# (listing goes on)
smiles	AddAB inh	Ecoli viability	Mot1-301 SUMO
O=C(c1cccs1)[C@@H]1[C@@H]2C(=O)N(Cc3ccc4c(c3)OCO4)C(=O)[C@@H]2C2c3ccccc3C=CN21 (stereo partly specified)	0.2	0.8	-4
CC1=NN(c2ccccc2)C(=O)/C1=C/c1cc2cc(C)ccc2nc1N1CCCCC1	2.2	-0.1	21
COc1cc(NC(=O)c2cc(-c3cccnc3)nc3ccc(C)cc23)c(OC)cc1Cl	-0.9	0.7	8
CCn1c(SCC(=O)N2CCc3ccccc32)nc2c(c1=O)SC(C)C2 (stereo unspecified)	0.2	-0.1	343*
Cc1cc(C)n2nc(SCc3cc(=O)oc4cc(C)c(C)cc34)nc2n1	-0.8	-0.3	3
CS(=O)(=O)c1nc(-c2ccco2)cc(C(F)(F)F)n1	1.6	1.4	29
CCc1cc2c(=O)c(-c3nc4ccccc4n3C)c(C)oc2c(CN2CCN(C)CC2)c1O	2.4	-1.6	-9
COC/C=C/C1=CC2=CC(=O)C(C)(OC(=O)c3cnc4ccccc4n3)C(=O)C2=CN1c1cccc(C#N)c1 (stereo unspecified)	1.6	-1.7	5
CC(C)c1ccc(/C=C/C(=O)NC2=NCCS2)cc1	6.3	-0.3	67
CCOc1ccc(/C=C2\N=C(c3cccs3)OC2=O)cc1OC	-1.2	-0.9	13
CCSc1nc(N)c2c3c(sc2n1)CN(C)CC3	-3.7	-1.9	-6
COc1cccc(CN2CCNC(=O)C2CC(=O)N(C)CCc2ccccn2)c1OC (stereo unspecified)	4.0	0.6	-13
CCN(CC)CCN1C(=O)C(O)=C(C(=O)c2ccc(C)o2)C1c1ccccn1 (stereo unspecified)	1.1	-1.6	25
Cc1ccc(S(=O)(=O)/C(C#N)=C/c2c(Oc3ccc(Cl)cc3)nc3c(C)cccn3c2=O)cc1	1.3	1.8	140
O=C(c1cccnc1)N1CCN(c2ccccc2Cl)CC1	-0.8	0.8	-5
O=C(Nc1ccc(Cl)c(Cl)c1)Nc1cc(C(=O)NC2CC2)ccc1Cl	2.1	2.6	-8
CC1(C)CC[C@]2(CO)[C@@H](O)C[C@]3(C)C(=CCC4[C@@]5(C)CC[C@H](O)C(C)(C)C5CC[C@]43C)[C@@H]2C1 (stereo partly specified)	2.4	-1.2	-2
Cc1nnc(SCCn2c(N3CCC(Cc4ccccc4)CC3)nc3c2c(=O)[nH]c(=O)n3C)s1	1.7	-1.1	8
CC(=O)c1cccc(NC(=O)Nc2cc3sccc3n2C)c1	-2.0	-1.7	14
Cc1ccc(C(C)C)c(OCC(=O)NN=C(CCl)CCl)c1	1.9	-1.4	-13

# Sorted by molecular weight (descending): three of the compounds above
smiles	AddAB inh	Ecoli viability	Mot1-301 SUMO
CCOC(=O)N1CCN(C(=O)c2nn(-c3cc(OC)cc(OC)c3)c(=O)c3ccccc23)CC1	2.7	1.6	-2
CC1CCCCC1NS(=O)(=O)c1ccc(S(=O)(=O)NCc2ccncc2)cc1 (stereo unspecified)	2.3	2.4	4
Cc1ccc(C(C)C)c(OCC(=O)NN=C(CCl)CCl)c1	1.9	-1.4	-13

# Going on with the list:
smiles	AddAB inh	Ecoli viability	Mot1-301 SUMO
N#CC1(C#N)C2=C(CCCC2)NC(c2ccccc2)C1(C#N)C#N (stereo unspecified)	0.4	1.8	5
N#CCCS(=O)(=O)c1nnnn1-c1ccccc1	4.6	-2.0	-65
O=C1CSC(=S)N1N1C(=O)c2cccc([N+](=O)[O-])c2C1=O	5.8	1.2	28
CCOc1ccc(C2C(C#N)=C(N)SC(N)=C2C#N)cc1OC	5.2	-0.1	-8
CCCNC(=O)OC[C@H]1O[C@H](CCO/N=C/C[C@@H]2C=C[C@H](OC(C)=O)[C@@H](COC(C)=O)O2)C=C[C@@H]1Oc1ccc(OC)cc1	1.5	0.7	-3
CCCCC1=NC2(CCCC2)C(=O)N1Cc1ccc(-c2ccccc2-c2nn[nH]n2)cc1	-2.2	-0.1	3
Cc1cccc(-n2c(SCc3cc(=O)n4c(C)cccc4n3)nc3[nH]ncc3c2=O)c1	3.1	-2.0	28
CCOC(=O)N1CCc2c(sc3[nH]c(=S)[nH]c(=S)c23)C1	-0.2	-1.7	4
CC1(C)CC(NC(=S)NCc2ccc3c(c2)OCO3)CC(C)(C)N1	-0.4	-0.7	618
O=C(Nc1ccc(Oc2ncnc3cc(Cl)ccc23)nc1)c1ccc(F)cc1	3.1	1.2	18
CC(C)(C)n1nc2c(c1NC(=O)Cc1cccs1)CSC2	1.0	0.4	40
COc1ccc(O[C@H]2C=C[C@@H](c3ccccc3)O[C@@H]2CO/N=C/C[C@@H]2C=C[C@H](OC(C)=O)[C@@H](COC(C)=O)O2)cc1	1.8	0.5	-3
O=C(NC1CCCCC1)C(=S)NC1CCCCC1	-0.8	0.3	12
O=C(O)c1cc(-c2ccc(/C=c3\sc4nc5ccc(Br)cc5n4c3=O)o2)ccc1Cl	-2.2	-0.8	-25
Cc1nc2c3ccccc3n(CCN3CCCCC3)c2s1	3.1	-0.2	-15
COc1ccc(C(OCC2CO2)c2ccc(OC)cc2)cc1 (stereo unspecified)	2.7	1.6	7
Cc1ccc(Cl)cc1Nc1nc(-c2sc(NC(=O)c3ccccc3)nc2C)cs1	1.1	0.7	-39
COc1ccc(-n2c(N)cc(=O)[nH]c2=O)cc1	1.0	-1.2	-15
CC(=O)OCC(CCn1cnc2cnc(N)nc21)COC(C)=O	-1.3	0.8	-5
CC[C@H](C)[C@@H](NC(=O)O[C@@H]1C(=O)c2cc(Br)ccc2O[C@H]1c1cccc(OC)c1)C(=O)OC	0.3	0.4	0

# The list continues.
smiles	AddAB inh	Ecoli viability	Mot1-301 SUMO
O=C(CNc1cc(S(=O)(=O)N2CCCC2)ccc1OCC(F)(F)F)Nc1cc(Cl)cc(Cl)c1	1.0	-2.9	1
Cc1ccnc(N=Cc2c(O)ccc3oc4c(c23)CCCC4)c1	5.6	0.3	65
N#CCCN/N=C(/Cc1nc2ccccc2[nH]1)c1ccc(Cl)cc1	-1.8	1.5	27
O=C1[C@@H]2C3C=CC(O3)[C@@H]2C(=O)N1c1ccccc1	1.5	1.9	51
CNC(C)C#Cc1ccc2c(=O)c3c(OC)cccc3oc2c1 (stereo unspecified)	-1.9	-1.6	-18
Cc1conc1NC(c1cccs1)c1ccc2cccnc2c1O (stereo unspecified)	13*	13*	-5
O=C(CN1C(=O)C2CCCN2C(=O)c2ccccc21)Nc1ccccc1-n1cccc1 (stereo unspecified)	2.9	-0.2	4
COc1ccc(Nc2cc(C(=O)NCc3ccccn3)c3ccccc3n2)c(OC)c1	-0.8	0.3	-5
O=C1c2cccc3c2[C@H](CCC3)CN1[C@@H]1CN2CCC1CC2	-1.3	-0.1	-11
CCN1CCN(CCCCSc2ccccc2)CC1	1.4	0.2	19
O=C1Nc2ccc(Br)cc2/C1=C/c1ccc(C(=O)O)cc1	-2.4	-0.5	-3
CCn1c(SCC(=O)NCc2ccco2)nnc1-c1ccncc1	-1.9	-1.2	-2
CCCOc1ccc(C2C(C(=O)c3ccco3)=C(O)C(=O)N2CCN2CCOCC2)cc1OC (stereo unspecified)	2.0	-1.0	-13
C/C(=N\Nc1ccc([N+](=O)[O-])cc1[N+](=O)[O-])c1cc2c(ccc3ccccc32)oc1=O	1.2	-1.8	-1
CC(=O)COc1nc2c(c(-c3ccco3)c1C#N)CCc1ccccc1-2	-0.6	-1.3	-17
COc1ccccc1OCCSc1nc(C)c(Cc2ccccc2)c(=O)[nH]1	2.5	-2.6	2
CNC[C@@H]1Oc2ccc(NC(=O)Nc3cccc4ccccc34)cc2C(=O)N([C@@H](C)CO)C[C@@H]1C	-0.8	-2.7	-6
CCOC(=O)c1sc(NC(=O)/C=C/c2cnn(C)c2C)c(C(=O)OCC)c1C	1.1	0.8	5
C#CCOCCOCCOCCNc1nc(N2CCN(C(=O)[C@H]([C@@H](C)CC)n3cc([C@@H](N)CO)nn3)CC2)nc(N2CCN(C(=O)[C@H](Cc3cc4ccccc4[nH]3)n3cc([C@@H](N)C(C)CC)nn3)CC2)n1 (stereo partly specified)	0.9	-3.3	-11
Cc1ccc(S(=O)(=O)CC#CCOC(=O)c2ccc([N+](=O)[O-])cc2)cc1	3.3	-2.8	262

# (continued)
smiles	AddAB inh	Ecoli viability	Mot1-301 SUMO
NC1CCN(c2cccc(Cl)n2)CC1	-1.4	-0.1	6
CC(C)N1CC=C2C(C#N)=C(N)C(C#N)(C#N)[C@H](c3ccoc3)[C@H]2C1	2.1	-1.1	6
O=C(Nc1ccccc1-c1ccccc1)C(=O)Nc1ccccc1-c1ccccc1	-2.7	0.9	5
Cc1ccccc1[C@]1(C)ON(c2ccccc2C(F)(F)F)C1=O	3.2	0.2	62
CCOC(=O)N1CCN(C(=O)CCn2c(=S)[nH]c3cc(OCC)c(OCC)cc3c2=O)CC1	0.5	-3.2	36
Cc1ccc(Nc2[nH]c(=O)c3ccccc3c2C(=O)c2ccccc2)cc1	-0.8	0.9	-18
COc1ccc(CC(NC(C)=O)C(=O)NC2CCN(c3c4c(nc5ncnn35)CCC4)CC2)cc1OC (stereo unspecified)	0.2	0.0	10
CCN1CCN(C2CC(=O)NC2=O)CC1 (stereo unspecified)	1.5	-0.4	-7
O=C(c1ccc(F)cc1)C1CCN(CCn2c(=S)[nH]c3ccccc3c2=O)CC1	-0.3	-1.1	3
Fc1ccc2[nH]c3c(N4CCN(C5CCCCC5)CC4)ncnc3c2c1	2.8	-0.2	2
C/C(=N\O)C1CCCCC1	-1.1	1.3	-7
CC(=O)OCCCN1C(=O)c2cccc3cc(Br)cc(c23)C1=O	1.5	2.4	-2
CC(=O)Nc1nc2c(c3c1c(=O)oc1ccccc13)CCCCC2	0.3	0.6	-6
CC(C)(C)OC(=O)NCCCC1=CC2=CC(=O)C(C)(O)C(=O)C2=CO1 (stereo unspecified)	1.7	-2.7	12
O=C(OC[C@H]1O[C@@H](OC(=O)c2cc(O)c(O)c(OC(=O)c3cc(O)c(O)c(O)c3)c2)[C@H](OC(=O)c2cc(O)c(O)c(OC(=O)c3cc(O)c(O)c(O)c3)c2)[C@@H](OC(=O)c2cc(O)c(O)c(OC(=O)c3cc(O)c(O)c(O)c3)c2)[C@@H]1OC(=O)c1cc(O)c(O)c(OC(=O)c2cc(O)c(O)c(O)c2)c1)c1cc(O)c(O)c(OC(=O)c2cc(O)c(O)c(O)c2)c1	28*	30*	-29
COc1ccc(C(c2c(C)n(C)n(-c3ccccc3)c2=O)c2c(C)n(C)n(-c3ccccc3)c2=O)cc1O	0.2	-0.9	1
O=[N+]([O-])c1cc(C=Nc2cccc3c(O)cccc23)ccc1Cl	-1.3	-2.6	0
